ERp5 inh: ERp5 (human) disulfide isomerase inhibition; Q15084; ERp5 insulin aggregation, absorbance 650 nm, 90 min; inhibition, % at 9.99 µM; 0.05% of 350,000 active;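 active means mean replicate inhibition above about 25%, with every replicate also reaching it, limit read from the data, passing the limit was not always enough; inconclusive means only one of those two criteria met; inactive means neither criterion met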
Target sequence (Q15084 whole entry, looked up): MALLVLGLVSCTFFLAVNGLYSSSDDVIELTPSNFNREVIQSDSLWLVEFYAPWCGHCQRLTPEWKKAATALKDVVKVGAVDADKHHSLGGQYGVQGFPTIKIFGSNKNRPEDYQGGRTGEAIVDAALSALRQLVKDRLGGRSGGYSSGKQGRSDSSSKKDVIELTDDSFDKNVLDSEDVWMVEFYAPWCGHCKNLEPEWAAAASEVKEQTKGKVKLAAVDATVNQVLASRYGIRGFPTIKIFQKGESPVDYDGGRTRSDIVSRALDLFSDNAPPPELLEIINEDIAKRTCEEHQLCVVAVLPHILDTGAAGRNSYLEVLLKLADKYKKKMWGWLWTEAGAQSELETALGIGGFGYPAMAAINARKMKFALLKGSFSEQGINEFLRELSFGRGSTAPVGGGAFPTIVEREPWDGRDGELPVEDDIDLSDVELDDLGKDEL
DENV2 CPE rescue: inhibitors of DENV2 cytopathic effect; 1.7% of 350,000 active; AID 651640; CPE inhibition, % at 9.99 µM; DENV2-infected cells, cytopathic effect rescue, plate reader; in the data active means CPE inhibition above about 20%, passing the limit was not always enough; inconclusive means no clear call, values can overlap the other calls; tested in BHK-21 cells;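 further: 0% = median of neutral control wells and 100% = median of positive control wells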
miR122 inh: inhibitors of miR-122 in Huh7 cells | Huh7 miR-122 Renilla luciferase sensor, 48 h; neutral wells = 0, positive control = 100 | activation (reporter increase), % at 12.5 µM | 0.3% of 340,000 active;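 active means mean replicate activation score at least 90 and every replicate individually at or above 90; inconclusive means only one of the two criteria met; inactive means neither criterion met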;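 further: higher luciferase means less miR-122 activity so hits act as miR-122 inhibitors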
ERAP1 HTS inh: ERAP1 (human) enzyme inhibition. inhibition, % at 10.7 µM. recombinant ERAP1, Leu-AMC fluorescence, 60 min. 0.15% of 340,000 active. AID 652197;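 active means mean replicate inhibition of at least 30%, or all replicates individually reaching that 30% level; inactive means mean below 30% and not every replicate reaching it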;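 further: 0% = neutral control wells and 100% = L-leucinethiol positive control wells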
CASP6 VEID inh: caspase-6 (human) enzyme inhibition; P55212; purified caspase-6, Z-VEID-R110 cleavage fluorescence; inhibition, % at 12.5 µM; 0.53% of 350,000 active;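 active means mean inhibition across replicates at least about 35%, with every replicate also reaching that limit, limit read from the data; inconclusive means only one of the two criteria met; inactive means neither criterion met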;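 further: 0% = median of neutral control wells and 100% = no fluorescence left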
Target sequence (P55212 24-179 limits assumed): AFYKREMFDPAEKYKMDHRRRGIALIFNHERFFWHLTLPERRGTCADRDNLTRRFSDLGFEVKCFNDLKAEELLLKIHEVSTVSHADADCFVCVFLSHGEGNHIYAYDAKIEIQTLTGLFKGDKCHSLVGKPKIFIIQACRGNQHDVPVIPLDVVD
Target sequence (P55212 194-293 limits assumed): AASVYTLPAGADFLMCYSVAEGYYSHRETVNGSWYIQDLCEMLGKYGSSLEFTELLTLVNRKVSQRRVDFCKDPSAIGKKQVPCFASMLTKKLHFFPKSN
CFTR F508del cor: CFTR F508del correction in bronchial cells; 0.36% of 350,000 active; activity (quench increase), % at 7.58 µM; AID 720511; CFBE cells, YFP halide quenching; stimulated with forskolin plus potentiator P3; % fluorescence drop versus neutral controls;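 active means mean added fluorescence quench of at least 8% versus neutral control, with both replicates also reaching 8%; inconclusive means only one of the mean or replicate conditions met; inactive means mean below 8% and not both replicates reaching 8%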;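 further: cells transiently co-express mutant CFTR-F508del with the halide-sensitive YFP; corrector assay measuring rescue of mutant channel to the surface after 24 h compound exposure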
SIRT5 inh: inhibitors of human sirtuin-5 desuccinylase; AID 652115; Purified SirT5, succinyl-peptide AMC, trypsin-coupled fluorescence; Q9NXA8; 1.1% of 330,000 active; inhibition, % at 15 µM; in the data active means inhibition above about 15%; inconclusive means no clear call, values can overlap the other calls
Target sequence (Q9NXA8 whole entry, looked up): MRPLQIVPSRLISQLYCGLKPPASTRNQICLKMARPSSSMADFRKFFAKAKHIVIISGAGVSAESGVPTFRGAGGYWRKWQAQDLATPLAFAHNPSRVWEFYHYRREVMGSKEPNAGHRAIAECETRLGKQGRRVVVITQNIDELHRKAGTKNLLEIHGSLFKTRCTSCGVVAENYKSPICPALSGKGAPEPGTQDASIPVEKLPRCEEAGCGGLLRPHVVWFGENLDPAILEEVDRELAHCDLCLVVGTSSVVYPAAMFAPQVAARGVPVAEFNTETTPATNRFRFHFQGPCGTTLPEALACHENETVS
Active calls of the source: *; ? = inconclusive; . = not tested or not shown; & = joins results of further samples; [ ] = remark or other dose.

SMILES | ERp5 inh | DENV2 CPE rescue | miR122 inh | ERAP1 HTS inh | CASP6 VEID inh | CFTR F508del cor | SIRT5 inh
CCCn1cc(SCC(=O)Nc2cc(C)on2)c2ccccc21 | 1.4 | -11.0 | -5.0 | -2.8 | 0.7 | -2.0 | -2.5
Cc1ccc(OC(C)C(=O)Nc2ccc(S(=O)(=O)N3CCOCC3)cc2)cc1 (stereo not given) | 3.4 | -2.5 | . | -1.8 | 2.0 | 2.3 | -2.7
COc1cc(CC(NC(C)=O)C(=O)NC2CCN(C(=O)c3cc(OC)c(OC)c(OC)c3)CC2)cc(OC)c1 (stereo not given) | 0.8 | 5.4 | 5.4 | -1.2 | -0.6 | 0.7 | -6.9
Cc1cc(SCC(=O)N2CCN(C(=O)c3ccco3)CC2)c(C)cc1Br | 0.4 | -8.9 | -3.8 | -1.7 | 5.9 | 1.6 | -1.1
COc1cccc(S(=O)(=O)Nc2ccc3c(c2)C(=O)N(C)C[C@@H](OC)[C@H](C)CN(C(=O)Cc2cccnc2)[C@H](C)CO3)c1 | -3.8 | -10.0 | . | 1.2 | -0.4 | -3.5 | .
N#C[C@@H]1[C@H](c2ccccc2C2=CCCCC2)[C@@H](CO)N1S(=O)(=O)c1ccccc1 | 0.7 | 13.0 | . | -1.6 | -1.1 | 0.4 | -0.9
CC(C)C(=O)Nc1ccc(-c2nnc(-c3ccccc3)o2)cc1 | 2.7 | 2.7 | 0.0 | -1.9 | -2.1 | 3.8 | -2.3
COc1cccc(CNC(=O)CSc2nc3c(oc4ccccc43)c(=O)n2CC2CCCO2)c1 (stereo not given) | -14.4 | ? | -8.6 | 2.5 | -0.2 | 4.2 | -1.6
CC(C)C#Cc1ccc2c(c1)O[C@@H](CN(C)S(=O)(=O)c1cn(C)cn1)[C@@H](C)CN([C@@H](C)CO)S2(=O)=O | -2.0 | -6.4 | -12.0[16.7 µM] | 1.9 | 2.4 | -0.1 | 1.9
CC(Oc1ccc(Br)cc1)C(=O)N(Cc1ccccc1)c1c(N)n(Cc2ccccc2)c(=O)[nH]c1=O (stereo not given) | 0.7 | 13.1 | -5.0 | -2.3 | -0.5 | 3.0 | .
CC(=O)c1cccc(NC(=O)CN2C(=S)NC(C)(C)CC2C)c1 (stereo not given) | 2.2 | 8.9 | . | 3.1 | -2.4 | -1.1 | -0.6
C=C(Br)Cn1cnc2ccccc21 | -1.2 | 4.4 | . | -0.5 | -0.5 | -0.3 | -1.6
COc1ccc(OC)c(S(=O)(=O)N(C(C)=O)c2ccc3oc(=O)sc3c2)c1 | 0.0 | 0.5 | . | 0.8 | 2.6 | 1.3 | -6.5
O=C(Nc1ccncc1)c1ccc(Cl)c(S(=O)(=O)N2CCCC2)c1 | 5.0 | 8.1 | -2.4 | -4.3 | -2.5 | 3.7 | -3.8
Cc1ccccc1-c1ccc(C2[C@H]3CNC[C@@H]2N3S(=O)(=O)c2ccc(Cl)cc2)cc1 (stereo not given in full) | 1.4 | -5.6&-3.4 | . | 1.9 | -1.6 | 3.9&0.8 | 0.5
Cc1cccc(C(=O)O)c1O | 0.3 | 67.5* | -1.2 | 3.6 | -1.1 | 2.1 | .
O=C1C=C(c2ccc(Br)c3ccccc23)C[C@@H](c2ccc3c(c2)OCO3)C1 | -2.9 | 2.5 | . | 3.2 | 3.2 | -0.9 | -4.2
O=C(Nc1nc([C@@H]2O[C@H](CO)[C@@H](O)[C@H](O)[C@H]2O)cs1)NC(c1ccccc1)c1ccccc1 | 4.1 | -6.9 | . | . | 6.6 | -1.1 | .
O=C(NC1CCOCC1)C1CCC(=O)N(Cc2cccc(C(F)(F)F)c2)C1 (stereo not given) | -8.8 | 2.5 | . | 0.4 | 0.0 | -0.6 | 1.2
Cc1ccc(S(=O)(=O)N(C)C)cc1NC(=O)c1cccs1 | -1.0 | 16.0 | 5.4 | 1.5 | -3.4 | -1.5 | -1.2
CCN(CC)CCNC(=O)c1cn(CC)c2cc(N3CCN(C)CC3)c(F)cc2c1=O | 1.7 | -5.4 | 3.5 | 2.3 | -15.7 | -0.3 | -6.3
COc1ccc(C2=CC(=O)CC(C)(C)C2=O)cc1 | -3.3 | -5.1 | . | . | -0.6 | 2.3 | -1.8
Cc1ccc(S(=O)(=O)N2[C@@H](c3ccc4c(c3)OCO4)C(C(=O)O)=C[C@H]2C(C)(C)C)cc1 | 0.2 | -0.8 | -3.9 | -2.6 | -0.7 | -3.2 | 8.1
C[C@@H]1CN([C@H](C)CO)C(=O)c2cccc(NC(=O)Nc3ccccc3)c2O[C@@H]1CN(C)Cc1ccccc1 | -5.2 | -1.7 | 4.8[16.7 µM] | 0.1 | 0.7 | 0.9 | -1.1
Cc1ccc(Cl)cc1NC(=O)c1cccc(OC(F)F)c1 | 5.2 | 1.0 | 18.6 | 2.1 | 2.3 | -0.2 | -5.0
C[C@@H]1CN([C@@H](C)CO)C(=O)c2cc(C#Cc3ccccc3)cnc2O[C@@H]1CN(C)C(=O)c1ccccc1F | 14.5 | -3.4 | 0.6[16.7 µM] | -6.8 | 1.4 | -2.7 | 0.1
CCNC(=O)C1(C)CCCN1C(=O)c1ccc(N(C)C)cc1 (stereo not given) | 0.6 | -6.2 | 1.5 | -4.2 | 0.9 | -1.1 | .
Cc1ccc(S(=O)(=O)Nc2ccc3c(c2)C(=O)N([C@H](C)CO)C[C@H](C)[C@@H](CN(C)S(=O)(=O)c2ccc(F)cc2)OCCCC[C@@H](C)O3)cc1 | 0.7 | -0.8 | -5.8[16.7 µM] | -1.9 | 1.2 | 0.3 | 9.3
Cc1ccc(N(CC(=O)N2CCCCC2)S(=O)(=O)c2ccc(C)cc2)cc1 | 4.5 | . | . | -4.3 | 0.1 | -1.1 | 4.3
COc1ccc(C/C(N)=N/OC(=O)Cc2ccc(OC)c(OC)c2)cc1 | 2.4 | -4.5 | 5.4 | 9.2 | 3.1 | 1.0 | -4.9
CCC(Sc1nc2ccc(C)cc2[nH]1)C(=O)O (stereo not given) | -3.0 | . | -4.1 | -0.8 | 16.0 | . | .
COc1ccc(-c2csc3nc(C)nc(N4CCC(C)CC4)c23)cc1OC | -0.2 | 2.6 | . | -3.6 | 1.7 | 2.3 | 5.2
Cc1cc(CNC(=O)Cc2c(F)cccc2Cl)nn1C | 1.4 | -0.7 | . | -0.5 | 0.4 | 1.2 | 22.8*
COc1cccc(COC(=O)c2ccc3c(c2)NC(=O)C(C)S3)c1OC (stereo not given) | 1.4 | -6.9 | -1.8 | 0.8 | 2.6 | -2.3 | -5.7
CN1[C@@H](CO)[C@@H]2c3ccccc3N(C(=O)Nc3cc(F)ccc3F)C[C@@H]21 | 3.8 | ? | -33.3[16.7 µM] | 2.9 | -1.8 | -4.1 | 0.7
C[C@@H]1CCCCO[C@@H](CN(C)C(=O)Nc2ccc(C(F)(F)F)cc2)[C@@H](C)CN([C@H](C)CO)C(=O)c2cc(NC(=O)Nc3ccc4c(c3)OCO4)ccc2O1 | 3.4 | 1.2 | . | 2.5 | 0.3 | 0.5 | 1.3
CCOc1ccc(N2C(=O)Cc3ccccc3C2=O)cc1 | 3.0 | -1.0 | -1.1 | -1.0 | 30.0 | -3.2 | 1.3
COc1cc(C2Nc3cc(C)c(C)cc3NC3=C2C(=O)CC(C)(C)C3)ccc1OC(C)=O (stereo not given) | 3.8 | ? | 3.8 | 4.8 | 7.1 | 4.0 | 2.9
CCn1cc(SCC(N)=O)c2ccccc21 | 0.7 | -3.5 | . | 6.7 | -0.1 | -6.2 | -0.5
Cc1ccc(Cl)cc1Nc1nc(-c2sc(NC(=O)C(C)(C)C)nc2C)cs1 | -0.5 | -1.3 | -3.4 | 2.2 | 3.3 | 1.4 | 2.0

Only CFTR F508del cor, for some of the entries so far:
structure,CFTR F508del cor
Cc1ccc(Cl)cc1Nc1nc(-c2sc(NC(=O)C(C)(C)C)nc2C)cs1,1.4
Cc1ccc(S(=O)(=O)N2[C@@H](c3ccc4c(c3)OCO4)C(C(=O)O)=C[C@H]2C(C)(C)C)cc1,-3.2

Next section:
SMILES | ERp5 inh | DENV2 CPE rescue | miR122 inh | ERAP1 HTS inh | CASP6 VEID inh | CFTR F508del cor | SIRT5 inh
CCC(C)(C(=O)NC1CCCCC1)N(C(=O)CNC(=O)c1ccccc1)c1c(C)n(C)n(-c2ccccc2)c1=O (stereo not given) | -1.0 | . | . | -2.3 | 1.8 | 0.1 | .
C[C@@H]1CN([C@@H](C)CO)C(=O)c2cc(NC(=O)CCCN(C)C)ccc2O[C@@H](C)CCCCO[C@@H]1CN(C)S(=O)(=O)c1ccc(F)cc1 | 1.3 | 43.5* | 9.9[16.7 µM] | 0.7 | 0.2 | 1.0 | -1.3
C=CC[C@H]1CC(C)=C[C@H](CC=C)N1C(=O)c1cc(COc2ccccc2SC)on1 | -1.4 | 6.1 | 0.3 | 1.1 | -6.4 | 0.9 | -5.0
O=C(CSc1cn[nH]n1)Nc1ccccc1C(=O)O | 4.7 | -0.1 | -1.5 | 0.9 | 0.2 | -1.9 | -1.3
Cc1ccc(S(=O)(=O)N2CCN(C(=O)NCc3ccc(C(=O)O)cc3)CC2)cc1 | 3.4 | -2.7 | -2.5 | 0.7 | -1.5 | -0.5 | -0.4
O=C(C[C@@H]1CC[C@H](NC(=O)c2ccncc2)[C@H](CO)O1)NCC1CCCCC1 | -3.0 | 1.7 | 1.7[16.7 µM] | 2.2 | 0.1 | -0.3 | -1.7
CO[C@H]1CN(C)C(=O)c2ccc(NS(=O)(=O)c3ccccc3)cc2OC[C@H](C)NC[C@H]1C | 0.0 | -0.8 | -17.0[16.7 µM] | 2.4 | . | -1.6 | 1.7
CC(=O)N1[C@@H]2c3ccc(C4=CCCC4)c(=O)n3C[C@@H]2[C@@H](CO)[C@@H]1C(=O)NCC1CC1 | 2.0 | 1.5 | -3.5[16.7 µM] | 0.2 | -1.3 | 2.9 | -7.1
C[C@H](CO)N1C[C@H](C)[C@@H](CN(C)S(=O)(=O)c2cn(C)cn2)Oc2ccc(NC(=O)CCC(F)(F)F)cc2C1=O | 4.2 | -4.2 | 1.4[16.7 µM] | -1.0 | 0.0 | -1.4 | 0.2
C[C@@H]1CN([C@@H](C)CO)C(=O)Cc2cc(NC(=O)Nc3ccccc3)ccc2O[C@H]1CN(C)S(=O)(=O)c1cn(C)cn1 | -1.2 | 6.6 | 5.2[16.7 µM] | 3.5 | -0.6 | -1.0 | -3.2
CC1CC(OCC(O)C[N+]2(C)CCOCC2)CC(C)(C)C1 (stereo not given) | -0.1 | -2.8 | . | 108.7* | -0.4 | 0.4 | -2.0
O=C(C[C@@H]1C=C[C@@H](NC(=O)c2ccc3c(c2)OCO3)[C@H](CO)O1)NCc1ccc(Cl)cc1 | 10.5 | 11.1 | . | -1.5 | 2.4 | -0.1 | -20.3
O=C1NCCCC1C(=O)N/N=C/c1cccc(Cl)c1 (stereo not given) | 1.7 | 3.7 | . | . | -0.2 | -0.8 | 0.7
CCOc1c(Cl)cc(CNc2ccc(N3CCCC3)cc2)cc1OC | 3.2 | . | -3.7 | -2.2 | 4.2 | 1.8 | -2.8
C=CCN1C(=O)[C@@]2(O[C@@H](CCn3cc([C@H](O)c4ccccc4)nn3)[C@H]([Si](C)(C)c3ccc(OC)cc3)[C@H]2C)c2cc(N3C(=O)c4cccc5cccc3c45)ccc21 | -3.2 | ? | . | -3.4 | 0.4 | 6.2 | 4.5
C[C@H](CO)N1C[C@H](C)[C@@H](CN(C)S(=O)(=O)c2cn(C)cn2)Oc2c(cccc2N(C)C)C1=O | -7.6 | 4.5 | 8.7[16.7 µM] | -5.3 | 4.3 | 2.5 | .
COC(=O)C[C@@H]1CC[C@@H]2[C@H](COc3ccc(NC(=O)c4cccs4)cc3C(=O)N2C)O1 | . | 16.2 | -12.5[16.7 µM] | . | . | 1.9 | .
CC(C)CC1(C)NC(=O)N(CC(=O)Nc2ccc3c(c2)CCC3)C1=O (stereo not given) | 0.0 | 3.3 | 12.0 | 3.5 | 0.3 | 0.4 | -4.5

Compound activity as filed in PubChem.
